Bioassay records as filed in PubChem BioAssay.
M1 antag: human CHRM1 antagonism; CHO-K1 hM1, Fluo-8 calcium fluorescence, ACh EC80 antagonist; inhibition, % at 3 µM; 360,000 tested, 1.3% active; AID 588852;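 active = percent inhibition above its own plate's cutoff, namely the mean of that plate's compound wells plus 3 SD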;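 also: peak over basal fluorescence ratio during 140 s after agonist addition; 0% = ACh EC80 plus DMSO and 100% = DMSO alone without agonist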
CHO-K1 Ca ag: nonselective activator or artifact in parental CHO-K1 cells; Fluo-8 calcium fluorescence; scaled to maximal ATP response, vehicle zero; activation, % at 3 µM; 360,000 tested, 0.48% active; AID 602248; in the data active = activation above about 15%;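 also: untransfected CHO-K1 host cells lacking M1 receptor as counterscreen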
M1 PAM parental: counter-screen for M1 PAMs: effect in parental CHO-K1 cells; 360,000 tested, 0.02% active; ATP EC20, Fluo-8 calcium fluorescence; 0% at ATP EC20, 100% at ATP max; activation, % at 3 µM;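 active = activation above the run cutoff, the mean activation of all test compounds plus 3 SD, cut at about 40% in these data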;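 also: peak over basal fluorescence ratio in a 140 s read after ATP addition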
CHO-K1 Ca antag: nonselective inhibitor or artifact in parental CHO-K1 cells | inhibition, % at 3 µM | ATP-induced calcium, Fluo-8 fluorescence | 360,000 tested, 0.6% active | AID 602250;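 active = inhibition above a per-plate cutoff, the plate's mean sample inhibition plus 3 SD, cut at about 24% in these data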;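 also: 0% = DMSO plus EC80 ATP and 100% = DMSO alone without ATP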
TAAR1 agonist: agonists of human TAAR1; CHO RD-HGA16 TAAR1, Fluo-8 calcium fluorescence; vehicle wells 0%, saturating PEA agonist 100%; activation, % at 3 µM; 360,000 tested, 0.99% active;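 active = activation above the mean activation of all test compounds in the run plus 3 SD, cut at about 38% in these data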
Target sequence (Q96RJ0 whole entry, looked up): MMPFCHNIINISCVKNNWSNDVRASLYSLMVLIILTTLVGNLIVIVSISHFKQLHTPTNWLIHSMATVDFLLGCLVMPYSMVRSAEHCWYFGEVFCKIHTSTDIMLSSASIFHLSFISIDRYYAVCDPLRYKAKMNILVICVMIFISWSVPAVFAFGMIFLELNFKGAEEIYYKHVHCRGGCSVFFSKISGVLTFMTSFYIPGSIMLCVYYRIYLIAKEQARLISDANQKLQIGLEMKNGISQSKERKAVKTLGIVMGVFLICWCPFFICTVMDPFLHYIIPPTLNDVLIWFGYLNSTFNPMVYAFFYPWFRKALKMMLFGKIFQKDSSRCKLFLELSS
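Test system: RD-HGA16 (CHO) cells co-expressing Gα16 and hTAAR1 / Benchmarks: DMSO vehicle as 0%, PEA at EC100 as 100% / Repeats: no replicates (n 1) / Measure: % activation from peak over basal fluorescence ratio, DMSO-to-PEA scaled / Timing: 17-24 h plating, Fluo-8 75 min 37 °C, 30 min RT / Technique: kinetic Fluo-8 calcium fluorescence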
OXTR potentiate: potentiators of human oxytocin receptor | P30559 | CHO-OTR cells, Fluo-8 calcium fluorescence, potentiator mode; 0% = oxytocin EC15, 100% = EC100 | activation, % at 3 µM | 320,000 tested, 0.061% active;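 active = activation above that plate's cutoff, the mean activation of tested compounds plus 3 SD, cut at about 6.6% in these data, passing the limit was not always enough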;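 also: 100% uses oxytocin at 75 nM as the full agonist control; some results filed as inactive read as strong as hits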
Target sequence (P30559 whole entry, looked up): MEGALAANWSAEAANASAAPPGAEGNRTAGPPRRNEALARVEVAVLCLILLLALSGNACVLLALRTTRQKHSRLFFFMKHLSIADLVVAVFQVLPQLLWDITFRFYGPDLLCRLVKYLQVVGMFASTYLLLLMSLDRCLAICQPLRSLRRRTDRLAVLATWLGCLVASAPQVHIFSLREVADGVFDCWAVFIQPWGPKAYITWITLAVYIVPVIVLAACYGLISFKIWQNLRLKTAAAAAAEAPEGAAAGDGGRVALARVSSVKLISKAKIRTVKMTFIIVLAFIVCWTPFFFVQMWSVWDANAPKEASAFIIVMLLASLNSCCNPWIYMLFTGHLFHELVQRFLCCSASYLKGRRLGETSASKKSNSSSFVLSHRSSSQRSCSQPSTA
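Material: CHO-OTR cells, human receptor; compound dosing: single dose, 3.0 µM nominal final compound concentration; schedule: 6 min compound pre-incubation at room temperature, 100 s kinetic read; measured by: kinetic Fluo-8 calcium fluorescence; read-out basis: % activation vs EC15 and EC100 oxytocin; controls: EC15 oxytocin alone as 0%, 75 nM oxytocin as 100%; replicates: singlicate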
TAAR1 antag: antagonists of human TAAR1; CHO RD-HGA16 TAAR1, Fluo-8 calcium fluorescence, antagonist; Q96RJ0; inhibition, % at 3 µM; 360,000 tested, 1.5% active; AID 624466;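 active = inhibition above a per-plate cutoff, the mean inhibition of test compounds on that plate plus 3 SD, cut at about 49% in these data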;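 also: 0% = DMSO plus EC80 beta-PEA response and 100% = DMSO alone without agonist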
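Material: CHO RD-HGA16 cells bearing hTAAR1; compound dosing: one-point dosing, 3 µM nominal final; schedule: dye loading 75 min at 37 °C, then 30 min room temperature; measured by: calcium fluorescence with Fluo-8; control set: vehicle and agonist controls; replication: n of 1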
CHO parental Ca: signal in parental CHO cells, OX1R antagonist counter-screen; parental CHO-K1, ATP-induced calcium, Fluo-8 fluorescence; inhibition, % at 5.6 µM; 330,000 tested, 0.63% active; AID 463079;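 active = inhibition above that plate's mean sample inhibition plus 3 SD, cut at about 26% in these data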;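 also: 0% = ATP-challenged DMSO wells and 100% = DMSO wells without ATP; some compounds past the cut are filed as inactive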
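test system = CHO parental line | reagent = ATP stimulus | measured by = intracellular calcium via Fluo-8 no-wash fluorescent dye | control set = ATP and no-ATP DMSO wells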
M1 ag: activates human CHRM1 receptor; P11229; CHO-K1 hM1, Fluo-8 calcium fluorescence, agonist mode; 0% DMSO, 100% acetylcholine EC100; activation, % at 3 µM; 360,000 tested, 0.33% active;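 active = activation above the run's mean compound activation plus 3 SD, cut at about 16% in these data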;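 also: peak over basal fluorescence ratio within a 140 s kinetic read after compound addition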
Starred values were filed as active, the others as inactive; nt = not tested or not shown.

SMILES	M1 antag	CHO-K1 Ca ag	M1 PAM parental	CHO-K1 Ca antag	TAAR1 agonist	OXTR potentiate	TAAR1 antag	CHO parental Ca	M1 ag
CC(Oc1ccccc1)C(=O)Nc1ccc(S(=O)(=O)N2CCN(C)CC2)cc1 (stereo not drawn)	-9	2.7	0	-5	12	-5	4	2	0
CCCCn1c(N)c(N(CC(C)C)C(=O)c2ccc(S(=O)(=O)N3CCCCCC3)cc2)c(=O)[nH]c1=O	-9	0.1	-6	3	4	-1	-21	3	-2
Cc1ccc(NC(=O)NNC(=O)C2CC(c3cccs3)=NO2)cc1 (stereo not drawn)	-10	1.2	20	-8	5	-2	-7	-13	-3
O=C1CC(c2cccs2)Cc2nc(NCC3CCCO3)ncc21 (stereo not drawn)	-18	1.9	26	-18	24	-3	-3	-4	-2
CN(C(=O)Nc1ccccc1)C1CCCc2ccccc21 (stereo not drawn)	-8	16*	-18	-18	3	-12	-12	-18	0
O=C(NCCc1cnc[nH]1)Nc1cccc(C(F)(F)F)c1	-24	0.2	3	3	2	-5	-10	-2	-1
Cc1noc(C)c1C(=O)N1CCC1(C)C(=O)NS(=O)(=O)c1ccccc1C(F)(F)F (stereo not drawn)	-15	0.8	18	-7	5	nt	-18	nt	-3
Cc1ccc(-c2nnc(CN3CCCCC3C)o2)cc1 (stereo not drawn)	-4	0.1	11	-4	0	-13	-15	-12	0
COc1c(-c2ccccc2)oc2c(ccc3occc32)c1=O	-11	-1.1	25	-6	-3	2	-20	-33	-3
O=C(NC(=S)Nc1cccc(-c2ccc(CO)o2)c1)c1cccs1	1	2.8	15	-13	7	-3	4	-2	-2
O=C(O)CC(NS(=O)(=O)c1ccc(Br)cc1)c1ccco1 (stereo not drawn)	-2	0.4	20	-16	2	-3	7	-5	2
Cc1ccc(S(=O)(=O)Nc2ccc3c(c2)CCC3)cc1	6	2.2	18	3	11	-12	-1	25	-7
Cc1cccc(NC(=O)CSc2nnc(-c3ccco3)n2CC2CCCO2)n1 (stereo not drawn)	-10	0.5	6	-2	9	-4	12	-11	-4
CCN(CC)CCOCCOc1cc(C)c(Cl)c(C)c1	-11	2.3	14	-19	1	0	-3	-15	-4
CCN(CC)C(=O)C(=O)Nc1cccc(Br)c1	-2	0.4	10	0	1	-4	0	-5	-6
Cc1nn2cc(-c3ccc(Cl)cc3)cnc2c1Br	-2	1.1	1	-11	3	-9	-10	-6	2
CCOC(=O)C1CCCN(C(=O)/C=C/c2ccc([N+](=O)[O-])cc2)C1 (stereo not drawn)	-7	1.4	8	-4	0	-6	0	-10	-1
O=C(Nc1cccc(F)c1)Nc1c[nH]c(=O)[nH]c1=O	7	-0.4	-9	5	0	1	-5	-6	-1
CCCCN(CC)CCCNC(=O)c1ccc(CS(=O)(=O)c2ccccc2C)o1	-2	-0.3	4	-13	0	-7	-7	-11	-10
COc1cccc(CN2C(=O)C(C)N(C(=O)c3ccccc3)c3ccccc32)c1 (stereo not drawn)	-2	7.9	13	-2	2	-22	29	-8	0
Cn1c(Cc2cccs2)n[nH]c1=S	-14	0.9	22	-14	15	-6	-18	-4	-2
Cn1c(Sc2ccc(C(=O)O)cc2[N+](=O)[O-])nnc1-c1ccccc1	0	-0.3	9	-6	12	0	-8	0	-7
O=[N+]([O-])c1cc([N+](=O)[O-])c(Oc2ccc(F)cc2)cc1NN1CCCCC1	2	0.9	19	-14	4	-3	4	-10	-4
Cc1cc(Br)ccc1N=C1C(=O)Nc2ccccc21	-9	1.9	3	-2	0	-8	-3	-10	-4
O=C(N/N=C\c1cn[nH]c1-c1ccccc1)c1cccnc1	-5	0.9	-4	-17	15	-2	1	-14	-3
Cn1cnnc1SCC(=O)N1N=C(c2ccc(Cl)cc2)CC1c1ccco1 (stereo not drawn)	1	-0.2	-12	0	9	-19	7	8	-4
COc1cc(C(=O)OCC(=O)NC2CC2)cc(OC)c1OC	-6	0.6	15	-9	15	-4	2	2	-3
COc1ccc(C2=NC(C(F)(F)F)(C(F)(F)F)c3c(n(C)c(=O)n(C)c3=O)N2)cc1	-1	1.2	10	-1	4	-8	5	-11	-2
CC(=O)Nc1cccc(C(=O)OCCCOc2ccc(F)cc2)c1	-8	2.0	7	-12	1	-3	2	5	2
CC(=O)c1cccc(NC(=O)C(C)OC(=O)CCn2c(C)csc2=O)c1 (stereo not drawn)	0	0.5	-12	-13	2	-2	3	-11	-3
O=C1CCN(Cc2ccccc2)CCN1[C@H](COc1ccccc1)c1ccccc1	-3	-0.3	28	-24	19	-3	17	-31	-12
Cc1c(C(=O)O)oc2ccc(S(=O)(=O)NCc3ccccc3)cc12	3	0.3	-15	-19	3	-5	-5	-3	-3
c1coc(Cn2nnnc2CN2CCN(C3CCCC3)CC2)c1	-11	0.3	12	-6	2	-2	-15	2	-7
CCN(CC)CCNC(=O)c1cc2cc(Br)ccc2s1	28	0.9	18	-8	3	-4	-10	-24	-8
CON(C)S(=O)(=O)NC(=O)C1=C(N2CCCC2)COC1=O	15	-0.1	-3	-6	3	3	18	-6	-3
CC(=O)C1=C(C)NC(C)=C(C(C)=O)C1c1cn(-c2ccccc2)nc1-c1cccs1	-6	0.1	0	-5	4	-2	-1	-29	-3

5 compounds from above, ordered by length of the SMILES, lowest first:
SMILES	M1 antag	CHO-K1 Ca ag	M1 PAM parental	CHO-K1 Ca antag	TAAR1 agonist	OXTR potentiate	TAAR1 antag	CHO parental Ca	M1 ag
CCN(CC)CCNC(=O)c1cc2cc(Br)ccc2s1	28	0.9	18	-8	3	-4	-10	-24	-8
Cc1c(C(=O)O)oc2ccc(S(=O)(=O)NCc3ccccc3)cc12	3	0.3	-15	-19	3	-5	-5	-3	-3
Cn1cnnc1SCC(=O)N1N=C(c2ccc(Cl)cc2)CC1c1ccco1 (stereo not drawn)	1	-0.2	-12	0	9	-19	7	8	-4
CC(=O)c1cccc(NC(=O)C(C)OC(=O)CCn2c(C)csc2=O)c1 (stereo not drawn)	0	0.5	-12	-13	2	-2	3	-11	-3
CC(=O)C1=C(C)NC(C)=C(C(C)=O)C1c1cn(-c2ccccc2)nc1-c1cccs1	-6	0.1	0	-5	4	-2	-1	-29	-3

Further structures follow:
SMILES	M1 antag	CHO-K1 Ca ag	M1 PAM parental	CHO-K1 Ca antag	TAAR1 agonist	OXTR potentiate	TAAR1 antag	CHO parental Ca	M1 ag
CCC(=O)N1CCC1(C)C(=O)Nc1cc(OC)ccc1OC (stereo not drawn)	1	0.3	21	-2	0	nt	-6	nt	-3
O=C(Nc1cc(Cl)ccc1Oc1ccccc1)C1=COCCO1	1	1.0	19	-13	5	-12	-5	-14	-6
O=C(O)C1CCCN1C(=O)NC1CCCCC1 (stereo not drawn)	-2	0.4	6	2	6	-6	-2	13	-4
Cc1cc(C)n2nc(CNS(=O)(=O)c3ccc(C(C)(C)C)cc3)nc2n1	-11	0.8	29	-18	1	nt	-9	nt	-3
COc1cccc(NC(=O)/C=C/c2ccc([N+](=O)[O-])cc2)c1	-21	2.4	21	-16	-1	-3	4	2	-3
Cc1cc(C)c2c(=O)[nH]c(SCC(=O)Nc3ccccc3)nc2n1	-6	0.0	15	-9	16	-3	1	-8	-3
COc1ccccc1CN(C(=O)CCl)C(C(=O)NC1CCCCC1)c1ccncc1 (stereo not drawn)	5	0.2	10	0	nt	-8	nt	-7	-9
COc1ccc(-c2cc(C(=O)Nc3ccc(S(=O)(=O)Nc4onc(C)c4C)cc3)c3ccccc3n2)cc1	10	0.6	-1	-5	0	1	5	-5	0
O=C(O)c1nc2ccccc2nc1C(=O)O	-7	0.7	16	-14	12	0	5	-12	-4
O=C(CSc1nncc2ccccc12)Nc1ccccc1	-6	1.0	0	-6	-2	-5	16	-10	-2
CCOC(=O)N1CCN(S(=O)(=O)c2ccc(C(=O)Nc3nnc(CC)o3)cc2)CC1	-9	0.1	17	-6	-1	0	9	-6	-6
FC(F)Oc1ccc(C2=Nn3c(nnc3-c3ccccc3Cl)SC2)cc1OCC1CC1	13	-0.3	29	-18	2	-7	5	-22	-3
O=C(Nc1ccc([N+](=O)[O-])c(NC(=O)C2CCCO2)c1)C1CCCO1 (stereo not drawn)	-9	0.4	16	-14	1	1	-14	-6	-7
CCN(c1ccccc1)S(=O)(=O)c1ccc(C(=O)Nc2nnc(-c3ccco3)o2)cc1	-2	0.4	8	2	1	-6	-6	-23	-2
CCc1nc2ccccc2n1Cc1cc(=O)n2cc(C)ccc2n1	-1	0.8	14	-5	15	8	1	-10	-6
O=C(c1ccc2ccccc2n1)N1CCN(S(=O)(=O)c2ccccc2)CC1	-6	3.1	13	-18	6	-3	9	-8	-4
COC(=O)c1ccc(C(=O)OC)c(NC(=O)Oc2ccccc2)c1	-7	-0.5	11	-7	0	0	8	-9	-4
CC(C)COC(=O)Cc1c(O)c2ccccc2[nH]c1=O	-14	0.2	10	-10	8	-3	-1	7	-2
Cc1[nH]c2c(C)cccc2c1CCNS(=O)(=O)c1cccc([N+](=O)[O-])c1	1	0.7	-3	5	2	-8	31	7	-10
NC(=O)c1nn(-c2ccccc2)nc1N	3	0.4	8	-7	12	-19	9	-4	-4
O=C(Nc1ccc(F)c(F)c1)c1ccco1	-15	0.5	20	-19	2	-16	-2	-6	-2
CCC1=NN2C(=N)/C(=C\c3cccn3-c3ccc(C)cc3C)C(=O)N=C2S1	-4	0.9	4	5	7	-8	0	3	-1
Clc1cccc(CNCCNCc2cccc(Cl)c2)c1	1	2.7	25	-13	15	1	5	-1	3
CC1CCCCC12NC(=O)N(CC(=O)Nc1cccnc1Cl)C2=O (stereo not drawn)	-4	0.5	12	-1	1	nt	-5	nt	1
COc1ccc(C(=O)C[n+]2ccccc2C)cc1	-3	0.5	16	-5	2	4	-10	-10	-8
Cc1cccc(C)c1-n1nnnc1C(c1ccnc2ccccc12)N(C)Cc1ccc(Cl)c(Cl)c1 (stereo not drawn)	nt	0.1	12	-8	3	nt	-5	nt	nt
Cc1cc(=O)oc2cc(OCC(=O)NC3(C#N)CCCCC3)c(Cl)cc12	-4	1.6	12	-5	3	nt	7	nt	-5
COC(=O)c1ccc2nc(C3CCCCC3)c(Cc3ccccc3C(F)(F)F)n2c1	6	-0.1	13	-2	-1	nt	-26	nt	-4
CO/N=C(\Cn1ncc(N2CCCC2)c(Cl)c1=O)c1ccc(Cl)cc1	-6	2.3	26	-15	14	-12	2	-34	-4
O=C(Nc1ccccc1N1CCOCC1)c1cc(Cl)c2c(c1)OCO2	3	0.3	9	-3	5	1	-6	-28	-4
O=C(O)c1ccccc1C(=O)N(Cc1ccccc1)Cc1ccccc1	9	0.6	-6	20	1	-3	-5	-6	-5
